aSyn yeast rescue = qHTS of alpha-syn Inhibitors: NCGC Sytravon Library Screen | S. cerevisiae alpha-synuclein toxicity rescue, BacTiter-Glo growth, 24 h | Potency, µM (series often up to 46.1 µM), for inactives: at the top dose growth rescue (activation), hits mostly activators | 94,000 compounds, 0.02% hits | AID 1347070, 2019; active = well fitted activation curve with a large enough effect; inconclusive = small, poorly fitted or top-dose-only effect; note: 0% is about no effect
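Growth restoration measured by BacTiter-Glo luminescence after 24 hr at 30 deg C; alpha-synuclein yeast, raffinose-pregrown to mid-log, were added at OD600=0.02 in galactose medium onto pinned compounds.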
Active calls of the source: *; ? = inconclusive; [ ] = dose if it differs, or a comment. Potency is the fitted concentration of half-maximal effect. Only part of the results is shown; the hit share may differ from the screen's.

SMILES | aSyn yeast rescue
C#CCN(C[C@H]1[C@H](OC(=O)NCc2ccccc2)[C@H](OC(=O)NCc2ccccc2)C[C@H]2C(=O)N(c3ccccc3)C(=O)[C@@H]12)S(=O)(=O)c1ccc(C)cc1 | 9%
O=C(O)Cn1ccnc1[N+](=O)[O-] | -10%
COc1ccc(CNC(=O)CN2C(=O)CSc3ccc(S(=O)(=O)N4CCOCC4)cc32)c(OC)c1 | -12%
CC1=C(C(=O)Nc2ccc(Cl)cc2)C(c2ccccc2C)n2ncc(C(=O)Nc3ccc(C)cc3)c2N1 (stereo unspecified) | 6%
COC(=O)c1ccc(Cl)cc1NC(=O)N(Cc1ccc(C)o1)C1CCN(C(C)=O)CC1 | 7%
Cc1cc(C)cc(NC(=O)C2CCN(C(=O)c3cnn(-c4ccccc4)c3-n3cccc3)CC2)c1 | 9%
Cc1ccc(C)c(NC(=O)CSc2c(C)cnc3c2c(=O)n(C)c(=O)n3C)c1 | 3%
CCn1nc(C)c2c(-c3ccccc3)cc(=O)n(C(C)C(=O)Nc3cccc(F)c3)c21 (stereo unspecified) | -14%
CC1CCCN(CCCNC(=O)c2ccc3c(c2)N(Cc2ccc(Cl)cc2)C(=O)c2ccccc2S3(=O)=O)C1 (stereo unspecified) | 1%
COc1ccc(C(=O)N(C)C2(C)CCS(=O)(=O)C2)cc1OC (stereo unspecified) | -4%
COC(=O)c1sc(-c2ccc(C(C)(C)C)cc2)cc1NC(=O)CSCC(=O)O | -45%[inhibitor]
Cc1ccc(-c2ccc(/C=C(\C#N)C(N)=S)o2)c([N+](=O)[O-])c1 | 15%
CCOc1ccc(C(=O)Nc2ccc3nc(SCC(=O)N(C)c4ccccc4)sc3c2)cc1 | -2%
Cc1ccc(NC(=O)Cn2c(=O)n(-c3ccccc3)c(=O)c3ccc(C(=O)NCc4ccc5c(c4)OCO5)cc32)c(C)c1 | -7%
CCOc1ccc(CCNC(=O)c2nnc(Cc3ccc(Cl)cc3Cl)o2)cc1OCC | 5%
O=C(O)c1cccc(N/N=C/c2cccc3ccccc23)c1 | -10%
CC1Oc2ccccc2N(CC(=O)NC2CC2)C1=O (stereo unspecified) | -5%
CCOCCc1nnc(NC(=O)C(=O)c2cc(C)n(-c3ccc(C)c(C)c3)c2C)s1 | 9%
COc1ccccc1NC(=O)c1ccc(S(=O)(=O)N2CCC(C)CC2)cc1 | 16%
CN(C(=O)CSc1nnc(-c2ccc([N+](=O)[O-])cc2)o1)C1CCCCC1 | -3%
CCN1C(=O)c2ccccc2S(=O)c2ccc(C(=O)NC3CC3)cc21 (stereo unspecified) | 1%
COc1ccc(Cn2c(=O)c3oc4ccccc4c3n(Cc3ccc(Cl)cc3)c2=O)cc1 | -7%
O=C(CCc1c[nH]c2ccccc12)OCc1cccc([N+](=O)[O-])c1 | 20%
CCOC(=O)c1c(S(=O)(=O)N2CCCC(C(=O)NCc3cccc(OC)c3)C2)c(C)n(C)c1C (stereo unspecified) | -1%
O=C(CCn1ccc2cc(S(=O)(=O)N3CCCC3)ccc21)NCc1ccccc1Br | 1%
(more compounds)
SMILES | aSyn yeast rescue
Fc1ccc(NCc2cccn2-c2nnc(N3CCOCC3)s2)cc1 | 10%
Cc1ccccc1S(=O)(=O)N(C)C[C@@H]1OCc2cnnn2CCCC(=O)N([C@H](C)CO)C[C@H]1C | -3%
COc1cc(Cl)c(C)cc1NC(=O)c1cn(C2CCCC2)c(=O)c2c1c1ccccc1n2C | -3%
COc1cccc(C(=O)NCCS(=O)(=O)N2CCCC(C)C2)c1 (stereo unspecified) | -11%
COc1cc(CN(C(=O)c2cccc(Cl)c2)c2ccccn2)cc(OC)c1OC | -2%
CC1CCCC(NC(=O)CCNC(=O)c2ccc(Cl)cc2)C1C (stereo unspecified) | -4%
CCc1ccc2nc(N(Cc3cccnc3)C(=O)Cc3ccccc3)sc2c1 | ?
COc1ccccc1OCCNC(=O)C(CCSC)NS(=O)(=O)c1ccccc1F (stereo unspecified) | 8%
CCOc1ccc(C(=O)C(C)OC(=O)Cn2cnc3c2c(=O)n(C)c(=O)n3C)cc1 (stereo unspecified) | 5%
CCCOc1ccc(CNC(=O)Cn2cc3c(n2)-c2c(oc(C(=O)N4CCOCC4)c2C)CC3)cc1 | 3%
Cc1ccc(C)c(NC(=O)c2cc(S(=O)(=O)NCCC3=CCCCC3)ccc2F)c1 | -11%
CCOc1ccc(CNC(=O)c2ccc3nc(CC)c(CC)nc3c2)cc1 | -2%
O=C(Cc1ccc(-c2ccccc2)cc1)NCCS(=O)(=O)N1CCN(c2cccc(Cl)c2)CC1 | 8%
CCOC(=O)Cn1c(=O)n(C2CCCCC2)c2nc(-c3cccc(C)c3)nc(C(N)=O)c21 | -2%
Cc1c(N2C(=O)C3C4C=CC(C4)C3C2=O)c(=O)n(-c2ccccc2)n1C (stereo unspecified) | -2%
CCCC(C)NC(=O)COC(=O)c1ccc2c(c1)C(=O)N(Cc1ccco1)C2=O (stereo unspecified) | -4%
CCn1cc(C(=O)NCc2ccccc2)c(=O)c2cc(S(=O)(=O)N3CCc4ccccc4C3)ccc21 | 4%
CCN(CC)CCCNC(=O)Cn1cnc2sc(C)c(S(=O)(=O)N3CCN(c4ncccn4)CC3)c2c1=O | 9%
O=C(CNC(=O)c1ccccc1)NCc1nc2ccccc2[nH]1 | -41%[inhibitor]
CCOC(=O)c1cnc2nc(NCc3ccc(OCC)cc3)[nH]n2c1=O | -1%
COc1ccccc1NC(=O)CCSc1nnc(-c2ccc(O)cc2)o1 | 4%
CSc1nc2ccc(Br)cc2[nH]1 | -7%
c1ccc2[nH]c(-c3ccncc3)nc2c1 | -11%
O=C1CC(NNc2ccccc2)C(=O)N1c1ccc(N2CCCCC2)cc1 (stereo unspecified) | 8%
Cc1ccc([N+](=O)[O-])cc1NC(=O)c1ccccc1 | -12%
(listing goes on)
SMILES | aSyn yeast rescue
CCOC(=O)CSc1nc2sc3c(c2c(=O)n1CC)CCCC3 | 1%
O=C(Cn1c(=O)n(Cc2ccc3c(c2)OCO3)c(=O)c2oc3ccccc3c21)Nc1ccc(F)cc1 | 0%
Cc1ccc(NC(=O)NC2CC(=O)N(c3ccc4c(c3)OCCO4)C2)cc1F (stereo unspecified) | 5%
O=C(NNC(=O)C12CC3CC(CC(C3)C1)C2)c1cccc([N+](=O)[O-])c1 | 3%
COc1ccc(OC)c(S(=O)(=O)NCC(c2ccco2)N2CCc3ccccc32)c1 (stereo unspecified) | 5%
C/C(CC(=O)N1CCN(C=O)CC1)=N\NC(=O)c1cccc([N+](=O)[O-])c1 | 0%
O=C(c1ccc(-c2ccccc2)cc1)C1CCCN(C(=O)c2cncs2)C1 (stereo unspecified) | 21%
CCCN(C(=O)c1cn(CC(C)C)c(=O)c2cc(OC)c(OC)cc12)c1cccc(C)c1 | 0%
COc1ccc(OC(=O)c2nc(SCc3ccccc3C)ncc2Cl)cc1 | -8%
COc1ccc(S(=O)(=O)N2CCN(C(=O)c3cccc(S(=O)(=O)N4CCCC4)c3)CC2)cc1 | -11%
C1CN(CC2CCN(c3nc4nonc4nc3N3CCSCC3)CC2)CCO1 | 2%
N#Cc1ccccc1OCC(=O)Nc1nc(-c2ccccn2)cs1 | ?
O=C(COC(=O)c1ccccc1NCCO)NCCc1ccccc1 | -8%
COc1ccccc1CNc1cccc(C)n1 | -3%
COc1ccc(Nc2nc(N)c(C(=O)c3ccc(OC)cc3)s2)cc1 | -3%
CCOC(=O)c1cccc(NC(=O)CCSCCc2ccccn2)c1 | 2%
CC(C(=O)Nc1cccc([N+](=O)[O-])c1)N1C(=O)NC2(CCCC2)C1=O (stereo unspecified) | 0%
C#Cc1cccc(C(=O)N(Cc2cccnc2)CC2CCCN(C3CCCCC3)C2)c1 (stereo unspecified) | 6%
Cc1ccc(NC(=O)C(C)n2nnc3sc4c(c3c2=O)CCCC4)cc1Cl (stereo unspecified) | 3%
Cc1ccc(N2CC(NC(=O)c3ccc(S(=O)(=O)N4CCCC4)cc3)CC2=O)cc1C (stereo unspecified) | 3%
C/C(=N\Nc1cccc([N+](=O)[O-])c1)c1ccccc1O | -4%
O=C1OCCC1(c1ccccc1)c1ccccc1 | 12%
CC(C)(C)NC(=S)NNC(=O)[C@H]1C[C@@H]1c1ccccc1 | -1%
CCc1noc(C)c1C(=O)Nc1nc(-c2ccc(OC)cc2)cs1 | -2%
O=C(CCCc1c[nH]c2ccccc12)NCCc1c[nH]c2ccccc12 | 4%
Further structures.
SMILES | aSyn yeast rescue
COc1ccc(NC(=S)Nc2ccc3snnc3c2)cc1 | -4%
COc1ccccc1CNC(=O)CN(C)c1nn2c(=O)cc(C)nc2s1 | -6%
Cc1c(C2=CCN(S(=O)(=O)c3ccc(Cl)cc3)CC2)c2ccccc2n1CC(=O)N1CCCC1 | -8%
Cc1ccccc1OCCn1c(CCNC(=O)C(C)(C)C)nc2ccccc21 | 4%
CCc1nc2nc(C)cc(Nc3ccc(Br)cc3F)n2n1 | 1%
CCCCCOc1ccccc1Cn1c(=O)oc2ccc(C)cc21 | -3%
CN(c1ccc(C(=O)NC2CCCC2)cc1)S(=O)(=O)c1ccccc1 | 1%
Cc1cccc(C)c1NC(=O)Cn1c(=O)n(CCC(=O)NCc2ccccc2Cl)c(=O)c2sccc21 | 2%
Cc1ccc(-n2ncc3c(NCCCN(C)C)ncnc32)cc1Cl | 3%
O=C(CCC1CCN(C(=O)C2CC=CCC2)CC1)Nc1ccccc1 (stereo unspecified) | -3%
CCN(C(=O)c1nn(-c2ccc(OC)c(Cl)c2)c(=O)c2c1c1ccccc1n2C)c1cc(OC)ccc1OC | -9%
O=C(COc1ccc([N+](=O)[O-])cc1)Nc1nnc(-c2cccnc2)s1 | -9%
O=S(=O)(NCc1nc2cccnc2n1Cc1ccccc1)c1ccc2c(c1)CCCC2 | -15%
CC(Sc1nc2ccccc2c(=O)n1CC1CCCO1)C(=O)N(C)Cc1ccccc1 (stereo unspecified) | 6%
Cc1cc(C)c2sc(NC(=O)c3ccc([N+](=O)[O-])o3)nc2c1 | -3%
Cc1ccc(NC(=O)CSc2nnc3[nH]c(=O)cc(-c4ccccc4)n23)cc1Cl | -4%
Cc1ccccc1NC(=O)c1cnc2sc(N3CCCC3)nn2c1=O | 1%
O=C(CCc1nnc(Cc2c[nH]c3ccccc23)o1)NC(C1CC1)C1CC1 | -1%
COc1ccccc1CNC(=O)CS(=O)(=O)Cc1nc(-c2ccccc2C)oc1C | 4%
CCOC(=O)c1ccc(S(=O)(=O)N2CCC(N3CCCCC3)CC2)cc1 | -1%
Cc1cc(C)cc(OCC(=O)Nc2ccc(-c3nc4ccccc4s3)cc2)c1 | -1%
CS(=O)(=O)N1CCc2cc(C(=O)Nc3cccc(F)c3)ccc21 | -9%
Cc1ccc(-c2cc(C(=O)N3CCN(S(=O)(=O)c4ccc(Br)s4)CC3)[nH]n2)c(C)c1 | 1%
Cc1cc(C(=O)N/N=C/c2c3ccccc3cc3ccccc23)n[nH]1 | -3%
CC(C)OCCCNC(=O)CCCN1C(=O)CCn2nc(-c3cccn3C)cc21 | -6%

4 entries from above, sorted by formula weight, ascending.
SMILES | aSyn yeast rescue
Cc1cc(C)cc(OCC(=O)Nc2ccc(-c3nc4ccccc4s3)cc2)c1 | -1%
Cc1ccc(NC(=O)CSc2nnc3[nH]c(=O)cc(-c4ccccc4)n23)cc1Cl | -4%
CC(Sc1nc2ccccc2c(=O)n1CC1CCCO1)C(=O)N(C)Cc1ccccc1 (stereo unspecified) | 6%
Cc1c(C2=CCN(S(=O)(=O)c3ccc(Cl)cc3)CC2)c2ccccc2n1CC(=O)N1CCCC1 | -8%

The listing picks up with the two entries that preceded the break.
SMILES | aSyn yeast rescue
Cc1cc(C(=O)N/N=C/c2c3ccccc3cc3ccccc23)n[nH]1 | -3%
CC(C)OCCCNC(=O)CCCN1C(=O)CCn2nc(-c3cccn3C)cc21 | -6%
COc1cccc(C(=O)Nc2ccc(C(=O)c3ccncc3)cc2)c1 | 3%
Cc1ccc(S(=O)(=O)c2nnn3c2nc(NC(C)C)c2cc(Cl)ccc23)cc1C | -4%
O=c1c2ccccc2cnn1Cc1n[nH]c(=S)n1-c1ccc(F)c(Cl)c1 | 7%
O=C(/C=C/c1ccccc1)N1CCN(Cc2cc(=O)n3nc(-c4ccccc4Cl)sc3n2)CC1 | 15%
CCOc1ccccc1NC(=O)C(Cc1ccccc1)NS(=O)(=O)c1ccc(Br)s1 (stereo unspecified) | -10%
CCN(CC(=O)Nc1ccccc1OC)C(=O)c1cc(S(=O)(=O)N2CCCCCC2)ccc1OC | 0%
CC1(C)CN(C2CCCCC2)C(=O)[C@H]1CC(=O)Nc1ccc(Br)cc1 | 5%

Given as labelled records: four of the compounds above.
CCN(CC(=O)Nc1ccccc1OC)C(=O)c1cc(S(=O)(=O)N2CCCCCC2)ccc1OC
  aSyn yeast rescue: 0%
O=C(/C=C/c1ccccc1)N1CCN(Cc2cc(=O)n3nc(-c4ccccc4Cl)sc3n2)CC1
  aSyn yeast rescue: 15%
CC1(C)CN(C2CCCCC2)C(=O)[C@H]1CC(=O)Nc1ccc(Br)cc1
  aSyn yeast rescue: 5%
O=c1c2ccccc2cnn1Cc1n[nH]c(=S)n1-c1ccc(F)c(Cl)c1
  aSyn yeast rescue: 7%

Bioassay records (PubChem)
